KKLEB tox = reduces viability of KKLEB cystic fibrosis airway cells; KKLEB CF airway cells viability, ATPlite luminescence, overnight; hits give low values; cells stimulated with P. aeruginosa culture filtrate; activity change (cytotoxicity), % at 5 µM; 360,000 tested, 0.36% active; AID 602141;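 active = corrected activity change at or below -50% at 5 µM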
EBV LMP1 NFkB = inhibitors of Epstein-Barr LMP1-induced NF-kappaB reporter | LMP1-induced NF-kappaB luciferase reporter cells, luminescence | inhibition, % at 12.5 µM | 350,000 tested, 0.69% active | AID 504558; in the data active = inhibition above about 41%; inconclusive = no clear call, values can overlap the other calls;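 note: 0% = neutral control wells and 100% = reference inhibitor control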
NCOA3 inh = inhibitors of human steroid receptor coactivator 3 (SRC3); HEK293 GAL4-SRC3 luciferase reporter, luminescence; inhibition, % at 3.6 µM; 360,000 tested, 0.17% active;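 active = inhibition above a per-campaign cutoff, the mean of all compounds plus 3 SD, cut at about 60% in these data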;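 note: 0% = DMSO-treated cells and 100% = gossypol-treated cells at 36 µM; higher means less SRC3-driven luciferase light from the GAL4 reporter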
SRC2 inh = inhibits human steroid receptor coactivator 2 | inhibition, % at 9 µM | 370,000 tested, 0.17% active | Q15596 | HEK293 GAL4-SRC2 luciferase reporter, luminescence;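 active = inhibition above the mean inhibition of all tested compounds plus 3 SD, set per campaign, cut at about 52% in these data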;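 note: 0% = DMSO treated cells and 100% = cells given Gossypol at 36 µM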
LRH-1 inv ag = NR5A2 inverse agonism in reporter assay. HEK293T StAR-luciferase reporter, LRH-1 transfected, 24 h. 360,000 tested, 0.13% active. inhibition, % at 3.6 µM. AID 602396. O00482;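 active = inhibition above the mean inhibition of all tested compounds plus 3 SD, cut at about 73% in these data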;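 note: 0% = DMSO wells and 100% = reporter-only cells lacking LRH-1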
Target sequence (O00482 whole entry, looked up): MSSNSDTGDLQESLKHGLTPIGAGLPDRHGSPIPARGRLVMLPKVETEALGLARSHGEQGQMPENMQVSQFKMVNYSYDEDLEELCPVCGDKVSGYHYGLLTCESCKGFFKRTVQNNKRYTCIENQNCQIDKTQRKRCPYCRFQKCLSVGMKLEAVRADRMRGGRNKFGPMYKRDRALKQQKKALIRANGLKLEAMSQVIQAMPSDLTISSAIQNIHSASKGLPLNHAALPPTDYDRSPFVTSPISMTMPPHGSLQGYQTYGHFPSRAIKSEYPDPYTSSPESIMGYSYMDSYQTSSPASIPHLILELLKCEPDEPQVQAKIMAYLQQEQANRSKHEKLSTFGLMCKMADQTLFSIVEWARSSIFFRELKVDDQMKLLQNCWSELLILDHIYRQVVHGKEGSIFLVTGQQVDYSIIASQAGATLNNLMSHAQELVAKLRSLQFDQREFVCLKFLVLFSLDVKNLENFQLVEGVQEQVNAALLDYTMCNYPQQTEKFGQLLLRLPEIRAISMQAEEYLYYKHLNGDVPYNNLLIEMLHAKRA
TWEAK Fn14 block = blocks TWEAK-Fn14 interaction in a reporter cell assay; 360,000 tested, 2% active; TWEAK-stimulated Fn14 reporter cells, luciferase luminescence, 8 h; inhibition, % at 10 µM; AID 1159606; in the data active = inhibition above about 50%
NCOA1 inh = inhibits human SRC1 coactivator | 360,000 tested, 0.12% active | inhibition, % at 3.6 µM | AID 588354 | Q15788 | HEK293 GAL4-SRC1 luciferase reporter, luminescence;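 active = inhibition above the campaign mean plus 3 SD, with each screening campaign given its own cutoff, cut at about 60% in these data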;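 note: 0% = DMSO treated cells and 100% = gossypol at 36 µM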
TRAIL sens C8 = sensitizes caspase-8 expressing cells to TRAIL; NB7+C8 cells + TRAIL, ATPlite viability luminescence; inhibition (viability loss, TRAIL sensitization), % at 10 µM; 360,000 tested, 1% active; AID 624354;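 active = compounds causing at least 50% loss of cell viability in the single-dose screen, relative to plate controls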
TROY NFkB inh = TROY signaling inhibition. Q293 LMP1-TROYcd NF-kB luciferase reporter, 4 h. inhibition, % at 10 µM. 360,000 tested, 0.98% active;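 active = compounds whose plate-normalised and pattern-corrected inhibition of the luciferase reporter signal at the single screening dose is 50% or more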
CF NFkB block = blocks PAF-induced NF-kB reporter in cystic fibrosis cells; KKLEB NF-kB-GFP reporter, GFP fluorescence overnight; inhibition, % at 5 µM; 360,000 tested, 0.86% active; AID 588850;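 active = at least 50% inhibition at 5 µM, scaled per plate between neutral and stimulator controls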;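 note: PAF is a Pseudomonas aeruginosa culture filtrate used as stimulus; plate controls were PAF-stimulated DMSO wells for no effect and unstimulated DMSO wells for full effect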
COUP-TFII inh = NR2F2 (human) inhibition, primary screen | HEK293T NGFI-A luciferase reporter, luminescence | inhibition, % at 8.6 µM | 370,000 tested, 0.7% active | AID 686940;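 active = inhibition above a per-plate cutoff, mean inhibition of test wells between control levels plus 3 SD, cut at about 38% in these data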;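 note: cells cotransfected with COUP-TFII expression vector driving the NGFI-A reporter; 0% = median of COUP-TF2 test wells and 100% = reporter-only cells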
Target sequence (P24468 whole entry, looked up): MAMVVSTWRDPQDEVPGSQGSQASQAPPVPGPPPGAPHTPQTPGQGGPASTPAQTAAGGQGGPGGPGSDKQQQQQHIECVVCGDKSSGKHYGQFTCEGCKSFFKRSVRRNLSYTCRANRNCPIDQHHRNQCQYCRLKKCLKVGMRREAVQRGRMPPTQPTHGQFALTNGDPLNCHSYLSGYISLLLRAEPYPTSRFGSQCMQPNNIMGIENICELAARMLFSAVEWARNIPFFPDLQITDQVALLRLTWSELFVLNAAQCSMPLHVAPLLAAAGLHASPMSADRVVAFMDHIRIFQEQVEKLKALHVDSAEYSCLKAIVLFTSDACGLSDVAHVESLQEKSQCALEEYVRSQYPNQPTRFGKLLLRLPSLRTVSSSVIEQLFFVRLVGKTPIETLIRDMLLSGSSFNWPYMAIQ
An asterisk follows results filed as active; ? = inconclusive; . = not tested or not shown.

Preview (2 entries):
SMILES | KKLEB tox | EBV LMP1 NFkB | NCOA3 inh | SRC2 inh | LRH-1 inv ag | TWEAK Fn14 block | NCOA1 inh | TRAIL sens C8 | TROY NFkB inh | CF NFkB block | COUP-TFII inh
O=C(CN1CCOCCOCCOCCOCC1)Nc1ccccc1 | -0.3 | -19.5 | -16.6 | -10.3 | -14.6 | -14.9 | -15.0 | 2.0 | -20.7 | 4.5 | -22.7
COc1ccc(NC(=O)c2n[nH]c(=O)c3ccccc23)cc1S(=O)(=O)N1CCCCC1 | 3.9 | 8.4 | 17.6 | 15.0 | -2.4 | 23.4 | -18.2 | 4.7 | 27.4 | -1.4 | -10.0

The whole of this part, from the start:
SMILES | KKLEB tox | EBV LMP1 NFkB | NCOA3 inh | SRC2 inh | LRH-1 inv ag | TWEAK Fn14 block | NCOA1 inh | TRAIL sens C8 | TROY NFkB inh | CF NFkB block | COUP-TFII inh
O=C(CN1CCOCCOCCOCCOCC1)Nc1ccccc1 | -0.3 | -19.5 | -16.6 | -10.3 | -14.6 | -14.9 | -15.0 | 2.0 | -20.7 | 4.5 | -22.7
COc1ccc(NC(=O)c2n[nH]c(=O)c3ccccc23)cc1S(=O)(=O)N1CCCCC1 | 3.9 | 8.4 | 17.6 | 15.0 | -2.4 | 23.4 | -18.2 | 4.7 | 27.4 | -1.4 | -10.0
O=C1N/C(=N/N=C/c2ccc(O)cc2)SC1Cc1ccccc1 (stereo unspecified) | -3.4 | -2.3 | -10.6 | -1.9 | -12.9 | -20.1 | -10.2 | 15.7 | 4.5 | 10.2 | -2.2
C[C@H](CO)N1C[C@H](C)[C@@H](CN(C)S(C)(=O)=O)Oc2c(NC(=O)Nc3ccccc3)cccc2C1=O | -14.6 | -1.2 | -8.0 | -11.8 | -0.9 | -6.5 | 2.5 | 1.6 | -13.7 | -13.1 | -6.8
Cc1nn(C)cc1/C=N\NC(=O)Cc1ccc([N+](=O)[O-])cc1 | 4.6 | 10.7 | 16.7 | -11.3 | -7.4 | -0.7 | 1.0 | -1.9 | 8.9 | -4.1 | 6.7
C=CCn1c(SCC(=O)Nc2cc(C)on2)nnc1-c1ccncc1 | -11.4 | 4.1 | -14.2 | 2.8 | 6.7 | 13.7 | -17.1 | -9.4 | 2.4 | 10.0 | -6.3
N#Cc1ccc(C(=O)Nn2cnnc2)cc1 | 10.7 | -19.9 | 7.0 | -11.2 | 13.3 | -7.6 | 8.8 | 8.1 | 25.2 | -15.0 | -9.4
Nc1cc(Cl)c(N)cc1Cl | -9.1 | 14.1 | -7.0 | 9.0 | -4.1 | 16.8 | -4.3 | -12.6 | -31.4 | -3.7 | -16.6
CC1CCCC(C)N1S(=O)(=O)c1ccc(NC(=O)CCn2cnc3ccccc3c2=O)cc1 (stereo unspecified) | 12.9 | -2.8 | -5.0 | 1.9 | 14.3 | 19.3 | 5.2 | 2.0 | 8.9 | -6.2 | -9.6
Cc1cc2nc(SCCN3CCCC3)[nH]c2cc1C | -0.6 | -4.4 | -22.0 | -40.6 | -41.7 | -9.4 | -39.2 | 7.0 | -21.1 | 1.4 | 1.7
Cc1ccc(CCNC(=O)C2CCN(c3nn4c(=O)cc(C)nc4s3)CC2)cc1 | -5.5 | 1.2 | 25.4 | 9.7 | 16.5 | 10.9 | 1.6 | 8.3 | -13.3 | 12.6 | 20.8
O=C1CN(C(=O)COC(=O)c2cc(S(=O)(=O)N3CCOCC3)ccc2Cl)c2ccccc2N1 | 1.5 | 6.5 | 0.2 | 3.0 | 0.3 | 2.5 | -9.0 | -7.9 | -4.2 | -17.8 | 6.6
CC(C)CC1C(=O)N(Cc2cn(CCC3OCCCO3)nn2)CCS(=O)(=O)N1Cc1ccc(-c2ccc(F)cc2)cc1 (stereo unspecified) | 10.1 | -1.5 | 3.4 | 1.6 | 17.6 | 23.1 | 1.3 | 19.6 | -11.0 | -0.9 | 2.0
CN1CCSc2ccc(C(=O)NCc3ccccc3F)cc21 | 7.5 | -32.9 | -21.0 | -14.5 | -67.1 | -15.5 | -36.2 | 1.4 | -7.1 | -9.8 | -8.6
COC(=O)c1ccc(Cn2cnc3cnccc32)cc1 | -1.6 | -4.2 | -67.7 | 3.2 | 3.9 | -7.8 | -5.6 | 2.7 | 1.1 | 6.5 | -8.1
O=C(NCCc1c[nH]c2ccccc12)c1ccc2nc[nH]c2c1 | 10.5 | -3.7 | -25.3 | -35.5 | 0.4 | -17.3 | -9.6 | -12.5 | -30.2 | -7.9 | 0.4
COc1ccc2c(C=O)c[nH]c2c1 | -8.4 | -8.0 | 18.3 | 11.9 | 33.5 | 6.7 | -2.8 | -5.3 | 3.5 | 14.0 | -6.2
CC(OC(=O)c1ccco1)C(=O)Nc1ccc(Cl)cn1 (stereo unspecified) | 6.7 | -5.8 | 17.5 | -4.2 | 1.8 | 28.2 | 15.9 | 14.4 | -9.9 | -8.9 | 8.2
O=C(NCc1ccccc1Cl)C(=O)c1c[nH]c2ccccc12 | -10.7 | 1.1 | 11.2 | 14.4 | -16.4 | -13.3 | -4.6 | -9.1 | -27.2 | -8.7 | 2.4
O=C(c1nnsc1S(=O)c1ccc(Cl)cc1)N1CCOCC1 (stereo unspecified) | -5.7 | 23.5 | 21.4 | -10.9 | -19.8 | 86.3* | 34.4 | 4.4 | 50.9* | 83.5* | -10.0
O=S(=O)(c1ccc2c(c1)CCC2)N1CCNCC1 | 0.7 | 1.7 | 11.4 | 18.5 | -8.6 | 5.7 | -7.0 | -3.9 | -17.9 | -14.1 | -0.6
Cc1cc(C(=O)Nn2cnnc2)cs1 | -6.3 | -3.7 | 4.0 | -14.6 | -1.9 | 10.8 | -13.5 | -11.1 | 1.4 | -14.5 | 3.4
O=C(CSc1cccs1)Nc1ccc(Cl)cc1 | 15.2 | -8.9 | -54.4 | -43.0 | -75.9 | -19.0 | -71.2 | -8.1 | -36.3 | -18.6 | -27.1
CN(C(=O)NC(=O)C1=C(N2CCOCC2)/C(=C/c2ccccc2)CC1)S(C)(=O)=O | 0.4 | -5.9 | -0.2 | 3.0 | 6.5 | -10.8 | -33.0 | 20.9 | -28.0 | 6.4 | -10.8
c1ccc(-c2nn3c(C4CCCCC4)nnc3s2)nc1 | -2.8 | 6.2 | 10.5 | 1.5 | 6.4 | -1.6 | -12.5 | 0.3 | -35.2 | -7.4 | -6.8
CCOC(=O)N1CCN(C(=O)COC(=O)CN(C)S(=O)(=O)c2ccc(NC(C)=O)cc2)CC1 | -6.9 | -6.6 | 10.9 | 27.4 | 0.1 | 9.1 | -2.2 | -8.0 | 9.8 | -2.4 | -0.2
COc1ccc(NS(=O)(=O)c2ccc(OC)c(NC(=O)CNC(=O)c3ccc(OC)cc3)c2)cc1 | -4.5 | -1.1 | 1.1 | 13.6 | -2.6 | -0.7 | 1.4 | 3.2 | 1.3 | -5.3 | 7.0
Cc1sc2ncnc(N3CCC(C(=O)Nc4ccccc4C(C)(C)C)CC3)c2c1C | -22.3 | ? | 32.6 | 19.0 | -19.3 | 74.4* | 28.5 | 19.1 | 53.4* | 67.9* | 17.6
CCOC(=O)[C@]12CCCC=C1N(Cc1cccc3ccccc13)C(=O)[C@H](CC(=O)NCC13CC4CC(CC(C4)C1)C3)C2 | . | . | . | -5.7 | -5.2 | 25.4 | . | 15.4 | 8.7 | . | -3.4
Cc1ccccc1C(=O)NC1CCN(CC(=O)NCc2ccc(F)cc2)CC1 | 10.8 | 2.8 | 19.4 | -18.3 | -1.0 | -5.6 | 11.4 | -7.3 | -1.1 | -2.0 | -7.1
O=C(O)c1cc(NS(=O)(=O)c2ccc(F)cc2)cc(NS(=O)(=O)c2ccc(F)cc2)c1 | 19.6 | -4.6 | -10.4 | 8.1 | -9.1 | 3.9 | -5.8 | -0.5 | -3.2 | -4.7 | -9.2
COc1ccc(C(=O)NC(=S)Nc2ccc(S(=O)(=O)Nc3cc(OC)nc(OC)n3)cc2)cc1 | -0.1 | 4.6 | -28.9 | 16.0 | -27.3 | -14.9 | -4.5 | -12.6 | -21.8 | -1.2 | -5.1
CC(=O)c1ccc(OCC(=O)N2CCCC(Nc3ccc(C)c(C)c3)C2)cc1 (stereo unspecified) | 4.4 | 0.4 | 8.6 | 1.4 | -3.4 | 2.8 | -9.6 | 1.4 | -6.0 | -12.0 | 3.1
N#Cc1c(NC(=O)C2CCCO2)sc2c1CCCCC2 (stereo unspecified) | 2.4 | -31.4 | -75.4 | -43.1 | -115.8 | -7.6 | -88.5 | 1.5 | -74.4 | 4.7 | -20.5
Cc1c(C(=O)n2cnc3ccccc32)cccc1[N+](=O)[O-] | 5.1 | -6.2 | -0.7 | 6.8 | -3.1 | -7.0 | 3.5 | 9.4 | -12.0 | -4.1 | -9.6
COc1c(Cl)cc(Cl)cc1C(=O)Nc1ccc(CN2CCCCC2)cc1 | 5.1 | -8.9 | 22.4 | -16.5 | -9.2 | -12.0 | -24.0 | 5.0 | 2.0 | -19.8 | -22.6
CC1(C(=O)NS(=O)(=O)c2cccc(OC(F)F)c2)CCN1C(=O)C1CCCCC1 (stereo unspecified) | 23.1 | . | -3.3 | -2.9 | 17.1 | -16.9 | 15.0 | -13.1 | -18.4 | -49.6 | 8.8
CCOc1ccc2nc(SCc3ccc(CC(=O)O)cc3)c(C#N)cc2c1 | -3.2 | 0.5 | 11.1 | 12.0 | -6.5 | 36.6 | -8.2 | 0.1 | 76.3* | 16.4 | 19.9
COc1ccc(-c2cc(C(=O)NCCCn3ccnc3)no2)cc1 | 5.6 | 3.9 | -1.5 | -8.4 | 11.2 | -16.7 | -10.2 | -2.0 | -4.0 | -18.6 | 0.2
CCOc1c2ccc(C(=O)NCc3ccc(OC(F)(F)F)cc3)cc2nn1CC | 5.5 | -0.1 | -17.9 | 10.7 | 1.3 | -20.6 | -13.7 | 7.0 | -3.1 | -14.8 | -2.3
CCCOc1ccccc1NC(=O)c1c(-c2ccccc2)noc1C | -20.5 | -5.6 | -6.2 | 8.2 | 17.8 | -2.0 | 3.8 | -3.5 | 1.4 | 20.5 | 19.8
CC(Sc1nnc(C(C)N(C)C)n1-c1ccc(Cl)cc1)C(=O)Nc1ccc2c(c1)OCO2 (stereo unspecified) | 2.2 | 1.3 | -10.4 | 12.8 | -15.2 | -8.7 | -13.4 | -3.3 | -8.9 | -1.2 | -4.7
COc1cccc(Nc2nc3ccccc3c(=O)[nH]2)c1 | 8.4 | 5.7 | 11.8 | 5.1 | 3.2 | 4.6 | -14.4 | -5.9 | -9.4 | 10.5 | -0.7
COc1cc2c(cc1NCc1ccc3c(c1)OCO3)oc1ccccc12 | 5.0 | -21.9 | -14.2 | -7.2 | -13.8 | -18.8 | -24.5 | 1.1 | -39.1 | -12.5 | 6.3
CN1CCN(S(=O)(=O)c2ccc3c(c2)NC(=O)CS3)CC1 | 5.1 | -3.7 | -31.4 | -39.4 | -6.5 | 16.7 | -1.9 | 14.0 | 4.5 | 9.1 | -9.5
Cc1cccc(NC(=O)CNC(=O)COc2cccnc2[N+](=O)[O-])c1C | -3.0 | -4.6 | -4.8 | -33.8 | -33.0 | 15.0 | -1.7 | -8.4 | -12.9 | 12.8 | -3.0
